S2 tox – Viability Counterscreen for Primary qHTS for Inhibitors of ATXN expression | 400,000 tested, 0.49% active | AID 651635, 2014 | S2 cells (HEK-293 line with an ATXN2-luciferase reporter) viability, CellTiter-Fluor protease fluorescence, 24 h | Potency, µM (series often up to 56.7 µM), actives largely listed as cytotoxic; further: potency means the concentration at half of the fitted maximal effect; nearly all actives have a fitted effect of over 40% in size
A549 tox – Nrf2 qHTS screen for inhibitors: counterscreen for cytotoxicity. A549 ARE-Fluc cells, CellTiter-Fluor viability, 18-24 h. 390,000 tested, 0.16% active. AID 504648, 2011. Potency, µM (highest dose often 46 µM), for the others: at the top dose activity change, negative = cytotoxicity, usual class: inhibitors; further: potency means the concentration at half of the fitted maximal effect; on the % scale 0 is the no-effect control and ±100 the full control effect
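A549 ARE-Fluc cells in 5% FBS OPTI-MEM, 5000 cells/well, rested 2 h then exposed to compounds in concentration-response for 18-24 h at 37 °C. Viability by CellTiter-Fluor fluorescence (Ex 405/Em 525) after 30 min; luciferase luminescence (BugLite, 15 min, RT) read afterwards.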
Akt phos inh – HTS Assay for Inhibitors of Akt Phophorylation: Primary Screen. Neuro2A IGF-stimulated pAkt S473 HTRF, 20 min; stronger effect = lower value. AID 651550, 2012. activity change, % for hits at 50 µM. 360,000 tested, 0.32% active; in the data active means activity change below about -80%; inconclusive means mostly about -51% to -80%; further: on the % scale 0 is the no-effect control and ±100 the full control effect
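Neuro2A cells in DMEM with 0.5% FBS, overnight at 37 deg C, given compound at single 50 µM final, then IGF (6 nM final) for 20 min at 37 deg C. Lysed; phospho-Akt Ser473 by HTRF after 24 h, 665/615 ratio.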
HepG2 viability – qHTS for Inhibitors of TGF-b: Cytotox Counterscreen; AID 588856, 2011; Potency, µM (highest dose often 46.1 µM), for inactives: at the highest dose activity change, negative = cytotoxicity, usual class: cytotoxic; 410,000 tested, 0.76% active; HepG2 CAGA-GFP viability, ATP luminescence, 18 h; further: potency means the concentration at half of the fitted maximal effect; some results filed as inactive show a strong effect at the top dose
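CellTiter-Glo luminescence gave cytotoxicity after 18 hours at 37 degrees C. The cells were HepG2 CAGA-GFP in 1% FBS DMEM, stimulated with 500 pg/mL TGF-beta after compound addition. %Activity was normalised to no-cell wells (complete cell-killing) and DMSO (no toxicity), and curves were fitted and classified.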
CCT chaperon mod – High-Throughput Screening for Modulators of Cytosolic Chaperonin Activity; purified chaperonin ATPase assay, HTRF ADP detection, 30 min; activity change, % (concentration not given with the values), hits read low; AID 651819, 2012; 360,000 tested, 0.3% active; in the data active means activity change below about -30%; further: on the % scale 0 is the no-effect control and ±100 the full control effect
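TRiC at 40 or 20 nM final (batch-dependent) in 30 mM Tris pH 7.4, 100 mM KCl, 5 mM MgCl2, 1 mM DTT, with compound at single 76 uM and 10 uM ATP, 30 min at 37 deg C. ADP detected by HTRF Transcreener, 665/615 ratio.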
Mm-Cpn inhibitor – Inhibitors of TCP-1 ring complex (TRiC) of Methanococcus maripaludis (MmCpn): qHTS; AID 504842, 2011; Potency, µM (titrated, usually from 76.9 µM), inactives show at the highest dose activity, negative = inhibition, usual class: inhibitors; purified Mm-Cpn ATPase, ADP Transcreener TR-FRET; Chaperonin Mm-Cpn (Methanococcus maripaludis); 330,000 tested, 0.031% active; further: potency means the concentration at half of the fitted maximal effect; on the % scale 0 is the no-effect control and ±100 the full control effect; nearly all actives have a fitted effect of over 80% in size
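ATPase read-out: TR-FRET ADP immunoassay (anti-ADP Eu cryptate vs ADP-d2), ex 320 nm, em 590/665 nm; signal drops as ADP forms. Enzyme 25 nM, ATP 10 uM, 30 min at 37°C after 10 min compound preincubation.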
Nrf2 activator – qHTS of Nrf2 Activators; AREc32 ARE-luciferase reporter (MCF7-derived line), luminescence, 24 h; Potency, µM (highest dose often 46.1 µM), for the others: top-dose activation, hits mostly activators; 410,000 tested, 0.31% active; AID 624171, 2012; further: potency means the concentration at half of the fitted maximal effect; % of control where 0% means no effect; nearly all actives have a fitted effect of over 65% in size
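Luminescent ARE reporter assay in AREc32_Fluc cells: overnight plating at 37 deg C, 24 hr compound incubation, Steady-Glo added, 30 min RT before reading.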
Nrf2 inh – Nrf2 qHTS screen for inhibitors | A549 ARE-Fluc reporter, luciferase luminescence, 18-24 h | Potency, µM (top dose mostly 46 µM), inactives show at the top dose activity change, negative = inhibition, usual class: inhibitors | 360,000 tested, 2.1% active | AID 504444, 2011; further: potency means the concentration at half of the fitted maximal effect; on the % scale 0 is the no-effect control and ±100 the full control effect; nearly all actives have a fitted effect of over 60% in size
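Reporter: ARE-Fluc in A549. Exposure: 18-24 h, 37 °C, 5% CO2, 5% FBS OPTI-MEM. Readouts: fluorescent cytotoxicity (CellTiter-Fluor), then luminescent Nrf2 signal after BugLite.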
TGFb SMAD3 inh – qHTS for Inhibitors of TGF-b | HepG2 CAGA-GFP TGF-b/SMAD3 reporter, GFP fluorescence, 18 h; TGF-beta stimulated, 500 pg/mL final | Potency, µM (top dose mostly 46.1 µM), for inactives: at the top dose activity, negative = inhibition, usual class: inhibitors | 410,000 tested, 1.2% active | AID 588855, 2011; further: potency means the concentration at half of the fitted maximal effect; on the % scale 0 is the no-effect control and ±100 the full control effect; nearly all actives have a fitted effect of over 65% in size
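GFP signal (ex488/em500-530) from TGF-beta-stimulated HEPG2 CAGA-GFP cells, 500 pg/mL final, 18 h at 37 degrees C in DMEM plus 1% FBS, normalized to unstimulated and DMSO-stimulated controls.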
* marks the source's active call; other numbers are inactive results; i = inactive; u = inconclusive; x = not tested or not shown; & = joins results of further samples; [ ] = dose if it differs, or a comment. Unless noted, the call rests on the fitted dose curve; in most records, active means well fitted curve in the direction sought with a large enough effect; inconclusive means small, poorly fitted or top-dose-only effect, or another doubt; inactive means no such curve, though single readings can be large; an effect the other way counts as inactive or inconclusive.

canonical_smiles | S2 tox | A549 tox | Akt phos inh | HepG2 viability | CCT chaperon mod | Mm-Cpn inhibitor | Nrf2 activator | Nrf2 inh | TGFb SMAD3 inh
CC(C)n1ncc2c(C(=O)Nc3ccc(CC#N)cc3)cc(C3CC3)nc21 | i | -7% | i | -33% | -2.0 | 0% | 3.1% | 0% | -17%
c1ccc2c(C[C@@H]3CNCCN3CCC34CC5CC(CC(C5)C3)C4)cccc2c1 | u | -3% | i | -86% | 0.6 | -2% | -0.5% | -7% | u
CC(=O)Nc1ccc(-c2ccnc3c2CC(C(=O)NCc2ccco2)O3)cc1 (stereo not drawn) | u | x | i | -18% | 1.4 | x | 0.4% | x | -16%
COC(=O)c1cc(C#N)c(Oc2cccc(C)c2C)nc1C | i | 2% | i | 10% | -1.8 | 0% | -0.3% | x | -5%
CCN(CC(=O)NCc1cccs1)C(=O)c1ccc(S(=O)(=O)N(C)C)cc1 | i | 6% | i | -4% | -1.6 | -3% | -0.4% | 0% | -7%
COc1ccc(N2CCN(C(=O)c3cc4c(C)nc5ccccc5c4o3)CC2)cc1 | i | -17% | i | -4% | -0.4 | -1% | -0.4% | u | -24%
Cn1cccc1C(=O)OCc1nc2ccccc2c(=O)[nH]1 | i | 1% | i | -1% | 0.7 | -1% | 0.3% | 4% | 1%
O=C(Cc1c(Cl)cccc1Cl)Nc1cccnc1 | u | -4% | i | -17% | -4.0 | 1% | 0.1% | 0% | -7%
Cc1cc(C)c(OCC(O)CN2CCN(C(=O)c3ccccc3)CC2)c(C)c1 (stereo not drawn) | i | -5% | i | -7% | -4.9 | 1% | -0.3% | -8% | -8%
Fc1ccc(N2N=C(c3cccs3)CC2c2ccccc2)cc1 (stereo not drawn) | x | u | i | -9% | 2.5 | -2% | 2.6% | -12% | u
Brc1cc2c(cc1C1OCCCO1)OCO2 | i | -4% | i | -10% | -1.7 | x | -0.4% | -2% | -2%
COc1ccccc1NC(=O)COC(=O)c1ccccc1C(=O)N1CCN(c2ccccc2)CC1 | u | -9% | i | 9% | -6.7 | 3% | -0.6% | -23% | 0%
CCOc1c(Cl)cc(/C=C/C(=O)N(CC)CC(=O)NCc2cccs2)cc1OC | i | u | i | 1% | -2.7 | -1% | -0.2% | -16% | -8%
Cn1nnc2c(N3CCCCC3)ncnc21 | i | 0% | x | -16% | x | x | -1.3% | 5% | 38%[activator]
Nc1ccc(-c2nc3ccc(C(=O)O)cc3s2)cc1 | i | 18% | i | -3% | -0.7 | u | -3.2% | u | 13%
COC(=O)c1ccc(N=Cc2c(C(F)(F)F)[nH]n(C)c2=O)cc1 | i | -3% | i | 1% | 1.9 | 0% | -0.2% | -24% | 6%
O=C(COC(=O)c1cccnc1Cl)NCc1ccco1 | i | -1% | i | 5% | 0.6 | -2% | -0.1% | 3% | -3%
Cc1cccc(C)c1N1CCN(C(=O)Cn2cncn2)CC1 | u | -1% | i | -27% | 0.9 | 1% | -0.1% | 0% | u
O=C(Cn1ccc(NC(=O)OCc2ccccc2)nc1=O)NCCc1ccccn1 | i | -2% | i | -7% | -2.9 | -2% | -0.2% | 5% | -2%
CC1CCc2c(c3ccccc3[nH]c2=O)O1 (stereo not drawn) | i | 0% | i | -8% | 0.1 | 2% | -0.1% | u | -3%
CCn1c(COc2c(C)cccc2C)nnc1SCc1nc2ccccc2c(=O)[nH]1 | i | -4% | i | -19% | 0.1 | 2% | -0.6% | u | -7%
Clc1cccc(CN2CCc3c([nH]c4ccccc34)C2)c1Cl | u | -1% | i | -57% | 0.6 | -1% | 4.2% | -21% | u
Cc1ccc(-c2cnc(C(O)c3c(C)cccc3C)[nH]2)cc1 (stereo not drawn) | i | x | i | 9% | 0.2 | x | -0.5% | x | 0%
COc1ccccc1NC(=O)C(C)Sc1nccn1C (stereo not drawn) | x | 13% | i | 7% | -0.7 | -1% | 2.6% | 24% | 26%
CCCCNc1nnc(SCC(=O)c2c(N)n(CCC)c(=O)[nH]c2=O)s1 | i | 2% | i | -69% | -1.0 | -11% | -0.6% | -7% | 3%
Cc1cc(NC(=O)C2C3C(=O)N(CCC(C)C)C(C(=O)NCc4ccccc4)C34C=CC2(C)O4)no1 (stereo not drawn) | i | 7% | i | 5% | 0.6 | -2% | 0.2% | 4% | 6%
C=CCSc1ncc(-c2ccccc2)cn1 | i | 0% | i | 3% | -1.4 | -17% | 2.7% | u | 0%
Cc1cc(C(=O)N/N=C2\CC(=O)CC(C)(C)C2)c2ccccc2n1 | i | 1% | i | 0% | 0.0 | -14% | 0.2% | u | 41%[activator]
CC[C@@H](C)[C@@H]1CN([C@@H](C)CN2CCC[C@H]2CN2C(N)=NC[C@@H]2Cc2ccccc2)C(=N)N1CCCC1CCCC1 | i | 9% | i | -20% | -0.5 | 1% | -0.8% | 26% | -3%
Cc1c(Nc2cc(N3CCCC(C)C3)c3nonc3c2[N+](=O)[O-])c(=O)n(-c2ccccc2)n1C (stereo not drawn) | i | -12% | i | 5% | -1.7 | 1% | 0.1% | 9% | 5%
COc1ccc(N2Cc3ccc(OC)c(OC)c3C2=O)cc1 | i | 3% | i | -7% | -5.1 | -3% | -0.1% | u | 4%
CSc1ccccc1NC(=O)CN(C)CC(=O)Nc1ccccc1C(F)(F)F | i | 5% | i | 5% | -2.0 | 2% | 0.5% | -6% | 15%
O=C(N/N=C/c1ccc([N+](=O)[O-])o1)c1ccc(O)cc1 | u | 21µM* | i | -95% | 0.2 | -2% | -2.2% | 21µM* | u
Cc1ccccc1N(C(=O)Cc1c[nH]c2ccccc12)C(C(=O)NC1CCCCC1)c1ccco1 (stereo not drawn) | i | -2% | i | -30% | -3.6 | 3% | 0.6% | -10% | -6%
O=S(=O)(Nc1ccccc1O)c1cccc2cccnc12 | u | -8% | i | -17% | 0.2 | -1% | 2.6% | 4% | u
O=C(Cc1n[nH]c(=O)c2ccccc12)Nc1ccc(-c2nnc3n2CCCCC3)cc1 | i | 2% | -110%* | -3% | -2.7 | 1% | -0.5% | -16% | 10%
COc1ccccc1/C=[N+](\[O-])C1SC(=S)N(C)C1(C)C (stereo not drawn) | x | -1% | i | 15% | 0.6 | -1% | 0.2% | -30% | 14%
COc1ccc(CC(=O)N2CCN(c3ccc(C4=NNC(=O)CC4C)cc3)CC2)cc1 (stereo not drawn) | i | -11% | i | 1% | 2.9 | -1% | 3.0% | -3% | -7%
COc1cc(/C=N/NC(=Nc2ccc(C)cc2)c2nc3ccccc3s2)ccc1O | i | -3% | i | -1% | -2.8 | -3% | -0.7% | x | u
CCOC(=O)N1CCN(C(=O)CSCc2nc(-c3ccccc3F)oc2C)CC1 | x | -9% | x | -14% | -3.3 | -13% | 2.4% | u | u
Cc1c(Br)c([N+](=O)[O-])nn1C(C)C(=O)N1CCCc2ccccc21 (stereo not drawn) | i | 2% | i | -26% | 1.5 | 1% | -0.2% | -6% | -20%
c1ccc2c(c1)[nH]c1c(N3CCC4(CC3)OCCO4)ncnc12 | i | -18% | i | -5% | -1.8 | 0% | 3.4% | 13µM* | u
CC(C)CC(=O)NC(NC(=O)CC(C)C)c1cccc([N+](=O)[O-])c1 | i | 1% | i | -16% | -4.3 | 1% | -0.1% | -4% | -10%
COc1ccc(-c2c(C(C)=O)c(C)nc3sc4c(=O)[nH]nnc4c23)cc1 | i | -7% | i | -15% | 1.4 | 0% | -0.2% | -20% | -3%
Cc1ccc(CN2[C@@H]3c4ccccc4C[C@@H]3OCCS2(=O)=O)cc1 | i | 12% | i | -18%&5% | -6.4 | 0% | -0.3% | -4% | -2%&0%
Cc1ccccc1CSCC(=O)NC(=O)NCc1ccco1 | i | -2% | i | -2% | -0.9 | 0% | 3.5% | 8% | -15%
COC(=O)C1CN(C(=O)COc2ccc(Cl)cc2C)c2ccccc2O1 (stereo not drawn) | i | 0% | i | -23% | -1.2 | -1% | -0.8% | -13% | 0%
O=C(CSc1nnc(Cc2cccs2)n1C1CC1)NC1CCS(=O)(=O)C1 (stereo not drawn) | i | u | i | 10% | 3.5 | 1% | -0.2% | 13% | 12%

Four entries from above, with each value named:
compound: COc1ccc(CC(=O)N2CCN(c3ccc(C4=NNC(=O)CC4C)cc3)CC2)cc1 (stereo not drawn)
  S2 tox = i; A549 tox = -11%; Akt phos inh = i; HepG2 viability = 1%; CCT chaperon mod = 2.9; Mm-Cpn inhibitor = -1%; Nrf2 activator = 3.0%; Nrf2 inh = -3%; TGFb SMAD3 inh = -7%

compound: COc1cc(/C=N/NC(=Nc2ccc(C)cc2)c2nc3ccccc3s2)ccc1O
  S2 tox = i; A549 tox = -3%; Akt phos inh = i; HepG2 viability = -1%; CCT chaperon mod = -2.8; Mm-Cpn inhibitor = -3%; Nrf2 activator = -0.7%; Nrf2 inh = x; TGFb SMAD3 inh = u

compound: CCOC(=O)N1CCN(C(=O)CSCc2nc(-c3ccccc3F)oc2C)CC1
  S2 tox = x; A549 tox = -9%; Akt phos inh = x; HepG2 viability = -14%; CCT chaperon mod = -3.3; Mm-Cpn inhibitor = -13%; Nrf2 activator = 2.4%; Nrf2 inh = u; TGFb SMAD3 inh = u

compound: Cc1c(Br)c([N+](=O)[O-])nn1C(C)C(=O)N1CCCc2ccccc21 (stereo not drawn)
  S2 tox = i; A549 tox = 2%; Akt phos inh = i; HepG2 viability = -26%; CCT chaperon mod = 1.5; Mm-Cpn inhibitor = 1%; Nrf2 activator = -0.2%; Nrf2 inh = -6%; TGFb SMAD3 inh = -20%

From PubChem BioAssay
